C2C12 statin = suppression of simvastatin myotoxicity; AID 602340; rescue of ATP level, % at 7.49 µM; 330,000 tested, 0.78% active; C2C12 myotubes + simvastatin, ATP luminescence, 48 h; scaled: DMSO 0, geranylgeraniol control 100;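 active means mean ATP rescue above about 67%, or every replicate alone reaching that limit, limit read from the data, passing the limit was not always enough; inconclusive means no clear call, values can overlap the other calls; inactive means mean under the limit and some replicate under it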;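 further: myotubes were challenged with 10 µM simvastatin during compound exposure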
S100A4 inh HTS = S100A4-myosin IIA interaction inhibition. S100A4/TAMRA-MyoIIA peptide fluorescence polarization. P26447. inhibition, % at 10.7 µM. 360,000 tested, 0.14% active;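 active means mean inhibition of at least 70% across replicates, with every replicate also reaching that level; inconclusive means mean inhibition reaches 70% but some replicates fall short; inactive means mean inhibition below 70%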
Target sequence (P26447 whole entry, looked up): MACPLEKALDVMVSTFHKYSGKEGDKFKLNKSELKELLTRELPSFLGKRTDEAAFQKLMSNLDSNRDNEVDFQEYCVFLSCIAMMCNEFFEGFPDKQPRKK
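Test system: S100A4 monomer protein. Medium: HEPES buffer with Ca2+, pH 7.2. Reagent: fluorescent myosin IIA peptide, 5 nM. Compound dosing: single-point compound testing. Timing: 5 min between mix addition and reading. Benchmarks: DMSO neutral and TFP positive wells.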
ERp5 block = ERp5 (human) disulfide isomerase inhibition. ERp5 insulin aggregation, absorbance 650 nm, 90 min. inhibition, % at 9.99 µM. 350,000 tested, 0.05% active. AID 651711;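 active means mean replicate inhibition above about 25%, with every replicate also reaching it, limit read from the data, passing the limit was not always enough; inconclusive means only one of those two criteria met; inactive means neither criterion met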
PglD DTNB = PglD (C. jejuni) enzyme inhibition | inhibition, % at 12.5 µM | 360,000 tested, 0.098% active | purified PglD enzyme, DTNB colorimetric CoA detection; in the data active means inhibition above about 16%, passing the limit was not always enough; inconclusive means no clear call, values can overlap the other calls; further: strong numbers were not always called active
SIRT5 block = blocks human SIRT5 desuccinylation of peptide | Q9NXA8 | Purified SirT5, succinyl-peptide AMC, trypsin-coupled fluorescence | inhibition, % at 15 µM | 330,000 tested, 1.1% active; in the data active means inhibition above about 15%; inconclusive means no clear call, values can overlap the other calls
Target sequence (Q9NXA8 whole entry, looked up): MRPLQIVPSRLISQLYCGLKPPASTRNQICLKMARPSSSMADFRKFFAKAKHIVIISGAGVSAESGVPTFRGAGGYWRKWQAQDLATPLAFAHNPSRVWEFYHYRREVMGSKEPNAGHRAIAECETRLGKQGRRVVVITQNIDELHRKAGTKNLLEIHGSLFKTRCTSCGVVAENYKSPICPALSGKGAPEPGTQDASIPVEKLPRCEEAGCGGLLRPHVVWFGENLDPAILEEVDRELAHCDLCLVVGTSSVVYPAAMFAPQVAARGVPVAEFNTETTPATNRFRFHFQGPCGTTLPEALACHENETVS
DENV2 CPE rescue = inhibitors of DENV2 cytopathic effect. DENV2-infected cells, cytopathic effect rescue, plate reader. CPE inhibition, % at 9.99 µM. 350,000 tested, 1.7% active. AID 651640; in the data active means CPE inhibition above about 20%, passing the limit was not always enough; inconclusive means no clear call, values can overlap the other calls; tested in BHK-21 cells;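 further: 0% = median of neutral control wells and 100% = median of positive control wells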
E-selectin induc = induces E-selectin expression in human endothelial cells | HUVEC E-selectin immunofluorescence imaging; normalized: neutral wells 0, TNF-alpha wells 100 | P16581 | 260,000 tested, 0.37% active | activation, % at 7.58 µM;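 active means mean E-selectin-positive cell signal at least 10% of the positive control, reached in at least 60% of replicates, without over 20% cell loss; inconclusive means no rule given, readout overlaps actives, possibly toxicity-flagged; inactive means the rest, including those meeting only one limit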;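 further: in these data hits start at about 27%; measured in HUVEC primary endothelial cells; signal is the percent of cells scored E-selectin positive by PE staining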
Target sequence (P16581 whole entry, looked up): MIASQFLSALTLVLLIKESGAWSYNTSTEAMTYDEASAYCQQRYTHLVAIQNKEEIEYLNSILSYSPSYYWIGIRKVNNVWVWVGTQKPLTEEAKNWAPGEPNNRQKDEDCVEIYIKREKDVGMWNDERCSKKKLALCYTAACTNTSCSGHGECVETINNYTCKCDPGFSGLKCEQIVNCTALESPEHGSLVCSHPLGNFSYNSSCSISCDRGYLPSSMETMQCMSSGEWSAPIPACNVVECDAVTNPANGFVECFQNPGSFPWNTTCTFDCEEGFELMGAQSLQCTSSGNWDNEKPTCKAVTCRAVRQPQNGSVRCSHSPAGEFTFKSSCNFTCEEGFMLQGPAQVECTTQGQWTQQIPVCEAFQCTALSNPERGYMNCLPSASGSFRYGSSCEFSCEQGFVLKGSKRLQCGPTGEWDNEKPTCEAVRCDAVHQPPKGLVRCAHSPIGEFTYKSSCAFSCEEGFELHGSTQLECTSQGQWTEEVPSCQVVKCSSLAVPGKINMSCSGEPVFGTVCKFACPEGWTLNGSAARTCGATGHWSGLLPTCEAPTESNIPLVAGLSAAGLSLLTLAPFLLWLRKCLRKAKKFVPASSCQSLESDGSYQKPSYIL
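System: HUVEC, human umbilical vein endothelial cells; quantity: 3,000 cells/well; buffer or medium: EGM-2 medium, gelatin-coated wells; dosing: single-point compound dose; detection: immunofluorescence imaging; evaluation: % PE-positive cells; benchmarks: TNF-alpha, DMSO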
An asterisk follows results filed as active; ? = inconclusive; / = no result given; & = joins results of further samples. A portion of the library; rates above refer to the full screens.

Screens in order – SIRT5 block	E-selectin induc	C2C12 statin	S100A4 inh HTS	DENV2 CPE rescue	PglD DTNB	ERp5 block
COc1ccc(S(=O)(=O)NCc2ccccn2)c(C)c1C
  -3	/	0	-11	-4	-3	1
O=C(Nc1ccccc1)N1CCCC1
  2	/	-41	-4	/	-5	1
CO/N=C/C(=N\Nc1ccccc1)C(=O)c1ccccc1
  -3	0.5	-11	-4	0	/	1
COCC(=O)N[C@H]1C=C[C@H](CC(=O)NCc2ccc(Cl)cc2)O[C@H]1CO
  4	1.8	-10	0	1	4	2
Cc1ccc(NC2CCCN(C(=O)c3nonc3C)C2)cc1C (stereo not drawn)
  /	0.0	7	13	-1	1	4
COc1ccc(Cl)cc1NC(=O)CN1CCc2ccccc2C1
  0	/	0	-2	-11	12	0
Cn1c(N)c(C(=O)COC(=O)C2CCCCC2)c(=O)n(C)c1=O
  0	/	8	2	7	-2	-10
CCOc1ccc(CN(C)CCc2ccccn2)cc1
  -1	4.1	2	2	5	/	-5
CO[C@H]1CN(C)C(=O)c2cc(NC(=O)NC3CCCCC3)ccc2OC[C@@H](C)N(C(C)=O)C[C@H]1C
  1	0.1	14	3	1	0	0
O=C(O)c1ccc(N2C(=O)c3cccc(Oc4ccc(Cl)cc4)c3C2=O)cc1
  3	/	/	0	1	/	-6
COc1ccccc1CCNC(=O)C(=O)NCC1OCCN1S(=O)(=O)c1ccc([N+](=O)[O-])cc1 (stereo not drawn)
  2	/	13	1	0	3	3
Cc1nc(N=C(N)N)nc2ccccc12
  -7	2.1	/	-2	/	/	2
O=C(Nc1nnc(C2CC2)s1)C1CCCCN1S(=O)(=O)c1ccccc1 (stereo not drawn)
  -3	/	7	-11	-2	2	2
Cc1ccc(S(=O)(=O)N2CCN(C(=O)C(O)c3ccccc3)CC2)cc1 (stereo not drawn)
  -2	-0.3	/	-4	37*	/	3
CN(C)C(=S)Oc1ccccc1C1(C)OCCO1
  /	-0.2	4	11	5	3	3
CCNC(=O)C[C@H]1C=C[C@H](NC(=O)NC2CCCCC2)[C@@H](CO)O1
  5	0.2	-2	-7	4	1	-1
C=CCn1c(=O)n(CCOC)c(=O)c2sc3ccccc3c21
  -6	2.6	9	0	1	-1	0
Cc1ccc(C(=O)COC(=O)c2cccc(N3C(=O)c4c(C)nc5ccccc5c4C3=O)c2)cc1C
  3	2.2	/	-4&1	-4	5&0	1
CC(=O)Nc1ccc(S(=O)(=O)Nc2ccc(S(=O)(=O)Nc3ncccn3)cc2)cc1
  -3	/	8	-4	-1	-2	3
Cc1ccc(C(=O)NCc2ccc3c(c2)OCO3)cc1C
  -1	0.3	15	1	2	-1	-1
O=C(OCCc1cc2ccccc2c(=O)o1)c1ccccc1C(F)(F)F
  /	0.1	0	10	-2	7	4
CCC(=O)c1ccc(OCC(=O)NC2CCCC2)cc1
  1	-0.2	-4	-2	-4	12	2
Cc1cc(C)cc(NC(=S)N2CCN(Cc3ccccc3)CC2)c1
  -1	/	6	-5	1	0	1
Cc1ccc(C(=O)NCCCNC(=O)c2ccccc2F)cn1
  -3	/	-7	0	1	-4	-1
O=C(NCC(=O)N1CCN(c2ccccc2F)CC1)c1cccs1
  2	-0.2	13	1	-5	4	10
Cc1noc(C)c1NC(=O)N(C)C[C@@H]1Oc2ccc(NC(=O)Cn3cnnn3)cc2C(=O)N([C@H](C)CO)C[C@@H]1C
  -2	-6.4	-15	-22	-2	0	-1
C[C@H](CO)N1C[C@H](C)[C@H](CN(C)C(=O)Nc2cccc3ccccc23)Oc2ncc(/C=C/c3ccccc3)cc2C1=O
  4	-0.1	0	2	-6	1	-2
C[C@@H]1CCCCO[C@H](CN(C)C(=O)Nc2ccc3c(c2)OCO3)[C@H](C)CN([C@H](C)CO)C(=O)c2cc(NC(=O)Nc3ccc(C(F)(F)F)cc3)ccc2O1
  1	3.1	/	6	-3	2	-5
O=C(COc1ccc(S(=O)(=O)N2CCOCC2)cc1)N1CCN(c2ccccc2)CC1
  1	0.1	-3	-7	-9	6	-7
C=CCn1c(SCC(=O)NCc2ccc3c(c2)OCO3)nnc1-c1cccnc1
  2	5.2	2	3	?	-3	6

Screens in order – SIRT5 block	E-selectin induc	C2C12 statin	S100A4 inh HTS	DENV2 CPE rescue	PglD DTNB	ERp5 block
Cc1cc(NC(=O)CSc2nc3ccccc3c(=O)n2-c2ccccc2)no1
  -8	/	/	11	/	-3	-6
Cc1ccc(NC(=O)CSc2nsc(SCC(=O)Nc3ccc(C)cc3C)c2C#N)c(C)c1
  -1	2.9	/	-2	-8	/	2
COc1ccc(S(=O)(=O)Nc2ccc3c(c2)C(=O)N([C@H](C)CO)C[C@H](C)[C@@H](CN(C)Cc2ccc4c(c2)OCO4)O3)cc1
  -3	-0.1	-3	2	1	11	-3
COc1ccc(-c2cc(N3C(=O)Nc4ccccc4N3O)n[nH]2)cc1OC
  /	/	/	-1	38*	/	5
O=C(CCN1CCCCC1)NCC[C@H]1CC[C@@H](NS(=O)(=O)c2cccc(Cl)c2)[C@@H](CO)O1
  3	0.2	-15	-7	5	7	3
CCCC(=O)N1CCCC1(C)C(=O)Nc1ccc2cn[nH]c2c1 (stereo not drawn)
  10	0.5	-2	8	6	6	-1
CCOC(=O)C1(CC2CC2)CCN(Cc2cn(C)c3ccccc23)CC1
  0	/	/	6	1	/	0
CCOc1ccc(N(CC(=O)Nc2ccccc2OCC)S(=O)(=O)c2c(C)noc2C)cc1
  2	0.3	-4	-3	-1	5	-14
CCCCn1c(N)c(N(Cc2ccccc2OC)C(=O)CC2OC(=O)c3ccccc32)c(=O)[nH]c1=O (stereo not drawn)
  -2	/	1	0	12	4	-4
CN(CC(=O)C(C(N)=O)c1ccccc1)c1ccccc1 (stereo not drawn)
  -2	-3.7	2	-1	7	2	1
CCCCNS(=O)(=O)c1ccc2nc(-c3cccnc3)cc(C(=O)NC3CCCC3)c2c1
  2	1.5	6	-4	4	/	-1
COCCNC(=O)Nc1ccc(F)cc1
  -1	2.6	/	7	1	0	5
CC1(c2ccc3ccccc3c2)NC(=O)N(CC(=O)NCc2cccs2)C1=O (stereo not drawn)
  2	-0.1	/	-9	0	-5	-2
O=C(c1ccc(N2CCOCC2)cc1)N1CCCC(Nc2ccccc2)C1 (stereo not drawn)
  2	/	-1	-1	4	4	0
CCCN1[C@@H]2c3ccc(-c4ccc(F)cc4)c(=O)n3C[C@H]1[C@H](CO)[C@H]2C(=O)NCCc1cn(C)cn1
  -4	0.6	3	0	10	2	0
C[C@H]1CN([C@@H](C)CO)C(=O)c2cc(-c3cccc(F)c3)cnc2O[C@H]1CN(C)C(=O)Nc1ccccc1F
  0	0.2	34	-7	-5	-1	-1
COc1ccc(-c2ccc3n(c2=O)C[C@H]2[C@H](CO)[C@@H](C(=O)N(C)C)[C@@H]3N2Cc2cncnc2)cc1
  -2	-0.3	10	12	8	-2	-4
COc1ccc(-n2nc(C(=O)N3CCC(C#N)CC3)c3c4ccccc4n(C)c3c2=O)cc1
  /	/	-16	8	-4	1	-2
O=C(NNC(=O)C1CC1c1ccccc1)c1ccccc1[N+](=O)[O-] (stereo not drawn)
  /	/	/	5	5	-4	-2
O=C(CSc1nnnn1-c1ccc(F)cc1)c1ccc(O)c(O)c1
  14	/	-4	-7	-2	7	6
Cc1nc2ccccn2c1-c1csc(Nc2ccc(C(=O)O)cc2)n1
  1	2.2	-10	3	-1	3	2
N#Cc1ccc(CSc2ncccn2)cc1
  0	0.1	-4	-9	-6	-2	1
CCCC(=O)NC(C)c1nc(-c2ccc(C)cc2)no1 (stereo not drawn)
  /	0.0	9	/	/	-2	/
O=C(O)c1ccccc1-n1cccc1C(=O)O
  3	0.5	/	1	-7	1	-3
CN(c1ccc(OCC(=O)N2CCN(c3ccc(F)cc3)CC2)cc1)S(=O)(=O)c1cccs1
  -4	/	12	-1	?	-4	4
C=CCN=c1scc(-c2ccc3c(c2)NC(=O)CO3)n1/N=C(\C)c1ccccn1
  /	-1.8	/	-3	-3	/	4
COc1cc(NC(=O)c2c(F)cccc2F)c(Cl)cc1Cl
  1	/	/	-5	/	/	-1
C[C@@H]1CCCCO[C@H](CN(C)S(=O)(=O)c2ccccc2)[C@@H](C)CN([C@H](C)CO)C(=O)c2cc(NC(=O)Nc3ccccc3)ccc2O1
  2	/	/	-1	7	1	2
CCCCCCOc1ccc(/C(C)=N/NC2=NCCN2)cc1[N+](=O)[O-]
  1	-0.1	/	1	-3	/	6
CCN(CC)CCNC(=O)c1cc2c(s1)-c1ccccc1SC2
  -7	0.0	2	-1	8	5	-2

Screens in order – SIRT5 block	E-selectin induc	C2C12 statin	S100A4 inh HTS	DENV2 CPE rescue	PglD DTNB	ERp5 block
CCn1nnc(-c2ccccc2NC(=O)c2cccc(-n3cnnn3)c2)n1
  -1	/	-30	2	6	2	-7
CC1Cc2cc(S(=O)(=O)N3CCC(C(=O)NCc4ccco4)CC3)ccc2N1C(=O)C1CCC1 (stereo not drawn)
  -4	/	-21	1	-2	-2	3
CC(=O)c1ccc(-n2c(C)c(C(C)=O)c3cc(O)ccc32)cc1
  0	/	8	2	11	-2	5
CCN1[C@H](C(=O)NCC2CC2)[C@@H](CO)[C@@H]2Cn3c(ccc(-c4ccccc4OC)c3=O)[C@@H]21
  -1	-0.2	9	1	-5	-2	1
COc1ccc([N+](=O)[O-])cc1NC(=O)C(C)OC(=O)C1CC(=O)N(Cc2ccco2)C1 (stereo not drawn)
  3	0.2	9	0	95*	0	-4
CCCOc1ccc(C(=O)O)cc1
  -4	0.0	/	3	-3	5	-4
CN1[C@@H]2c3ccc(/C=C/c4ccccc4)c(=O)n3C[C@@H]2[C@@H](CO)[C@@H]1C(=O)NCCCN1CCOCC1
  /	-0.4	6	/	-9	0	/
CSc1ccccc1NC(=O)CO/N=C(\C)c1cc2ccccc2o1
  -8	/	/	0	0	-1	-3

Compounds shown so far containing fluorine, in the order listed:
Screens in order – SIRT5 block	E-selectin induc	C2C12 statin	S100A4 inh HTS	DENV2 CPE rescue	PglD DTNB	ERp5 block
O=C(OCCc1cc2ccccc2c(=O)o1)c1ccccc1C(F)(F)F
  /	0.1	0	10	-2	7	4
Cc1ccc(C(=O)NCCCNC(=O)c2ccccc2F)cn1
  -3	/	-7	0	1	-4	-1
O=C(NCC(=O)N1CCN(c2ccccc2F)CC1)c1cccs1
  2	-0.2	13	1	-5	4	10
C[C@@H]1CCCCO[C@H](CN(C)C(=O)Nc2ccc3c(c2)OCO3)[C@H](C)CN([C@H](C)CO)C(=O)c2cc(NC(=O)Nc3ccc(C(F)(F)F)cc3)ccc2O1
  1	3.1	/	6	-3	2	-5
COCCNC(=O)Nc1ccc(F)cc1
  -1	2.6	/	7	1	0	5
CCCN1[C@@H]2c3ccc(-c4ccc(F)cc4)c(=O)n3C[C@H]1[C@H](CO)[C@H]2C(=O)NCCc1cn(C)cn1
  -4	0.6	3	0	10	2	0
C[C@H]1CN([C@@H](C)CO)C(=O)c2cc(-c3cccc(F)c3)cnc2O[C@H]1CN(C)C(=O)Nc1ccccc1F
  0	0.2	34	-7	-5	-1	-1
O=C(CSc1nnnn1-c1ccc(F)cc1)c1ccc(O)c(O)c1
  14	/	-4	-7	-2	7	6
CN(c1ccc(OCC(=O)N2CCN(c3ccc(F)cc3)CC2)cc1)S(=O)(=O)c1cccs1
  -4	/	12	-1	?	-4	4
COc1cc(NC(=O)c2c(F)cccc2F)c(Cl)cc1Cl
  1	/	/	-5	/	/	-1

Source: PubChem BioAssay
